CHRM4 antagonist: blocks acetylcholine activation of human M4 receptor; P08173; AID 624125; 360,000 tested, 0.73% active; CHO-hM4 cells, ACh EC80, Fluo-8 calcium fluorescence; inhibition, % at 3 µM;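 active means inhibition above its plate's cutoff, the mean inhibition of sample wells plus 3 SD, cut at about 27% in these data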;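 further: 0% = acetylcholine EC80 with DMSO and 100% = DMSO without agonist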
Target sequence (P08173 whole entry, looked up): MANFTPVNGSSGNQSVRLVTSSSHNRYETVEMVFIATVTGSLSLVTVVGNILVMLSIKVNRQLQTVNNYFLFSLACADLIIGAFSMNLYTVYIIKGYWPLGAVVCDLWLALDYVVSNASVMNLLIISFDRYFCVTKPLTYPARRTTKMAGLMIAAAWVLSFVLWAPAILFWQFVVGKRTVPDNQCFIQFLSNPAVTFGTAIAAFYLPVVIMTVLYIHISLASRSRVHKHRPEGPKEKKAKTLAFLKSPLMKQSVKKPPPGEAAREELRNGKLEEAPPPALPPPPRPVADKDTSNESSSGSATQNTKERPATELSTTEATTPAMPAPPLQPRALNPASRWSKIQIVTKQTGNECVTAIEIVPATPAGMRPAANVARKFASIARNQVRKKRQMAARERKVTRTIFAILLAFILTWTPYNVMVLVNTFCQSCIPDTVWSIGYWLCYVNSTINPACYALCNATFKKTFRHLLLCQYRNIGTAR
CHRM1 PAM: potentiates human M1 receptor response to acetylcholine; P11229; CHO-K1 hM1, Fluo-8 calcium fluorescence, ACh EC20; 0% = ACh EC20, 100% = maximal ACh; activation, % at 3 µM; 360,000 tested, 0.088% active; in the data active means activation above about 19%, passing the limit was not always enough
Target sequence (P11229 whole entry, looked up): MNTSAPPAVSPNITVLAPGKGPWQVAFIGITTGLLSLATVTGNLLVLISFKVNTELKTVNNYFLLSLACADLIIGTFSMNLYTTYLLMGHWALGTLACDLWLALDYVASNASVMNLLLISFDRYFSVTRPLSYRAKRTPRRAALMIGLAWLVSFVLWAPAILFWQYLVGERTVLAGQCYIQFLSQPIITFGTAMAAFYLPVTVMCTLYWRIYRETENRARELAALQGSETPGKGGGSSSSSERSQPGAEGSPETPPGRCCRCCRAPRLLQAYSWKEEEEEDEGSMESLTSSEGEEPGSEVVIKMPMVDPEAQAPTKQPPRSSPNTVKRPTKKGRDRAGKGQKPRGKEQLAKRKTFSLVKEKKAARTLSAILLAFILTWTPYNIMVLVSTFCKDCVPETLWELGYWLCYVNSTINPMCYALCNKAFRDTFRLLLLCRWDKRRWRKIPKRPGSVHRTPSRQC
M4 PAM: potentiates acetylcholine response at human M4 receptor; 360,000 tested, 0.4% active; activation, % at 3 µM; CHO-K1 hM4/Gqi5, Fluo-8 calcium fluorescence, ACh EC20; 0% = ACh EC20, 100% = maximal ACh; P08173;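 active means activation above its plate's cutoff, the mean activation of sample wells plus 3 SD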; further: some results filed as inactive read as strong as hits
CHRM1 antagonist: blocks human M1 muscarinic receptor. 360,000 tested, 1.3% active. CHO-K1 hM1, Fluo-8 calcium fluorescence, ACh EC80 antagonist. AID 588852. inhibition, % at 3 µM;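 active means percent inhibition above its own plate's cutoff, namely the mean of that plate's compound wells plus 3 SD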;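 further: peak over basal fluorescence ratio during 140 s after agonist addition; 0% = ACh EC80 plus DMSO and 100% = DMSO alone without agonist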
CRFR2-BP ag: CRF-BP/CRF-R2 complex agonism; HEK293 CRF-R2/CRF-BP, calcium dye fluorescence (FLIPR); percent of saturating CRF peptide response; activation, % at 13.2 µM; 350,000 tested, 0.46% active;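 active means activation of at least 50%, plus an integration ratio under a set limit after plate pattern correction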;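 further: plate controls were neutral control wells without compound for no effect and CRF at EC100 for full effect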
M4 ag: agonists of human muscarinic M4 receptor (CHRM4); P08173; CHO-K1 hM4/Gqi5, Fluo-8 calcium fluorescence; vehicle 0%, full acetylcholine response 100%; activation, % at 3 µM; 360,000 tested, 0.14% active; AID 624127;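 active means activation above the run mean over all test wells plus 3 SD, cut at about 32% in these data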;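 further: peak over basal fluorescence ratio per well then scaled between controls; 0% = DMSO wells and 100% = acetylcholine at EC100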
M5 antag: antagonists of human muscarinic M5 receptor (CHRM5). P08912. CHO-hM5 cells, Fluo-8 calcium fluorescence, ACh EC80. inhibition, % at 3 µM. 360,000 tested, 0.59% active;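 active means inhibition above a per-plate cutoff, the mean of that plate's test compounds plus 3 SD, cut at about 27% in these data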;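 further: 0% = acetylcholine EC80 with DMSO and 100% = DMSO without agonist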
M5 ag: agonists of human muscarinic M5 receptor (CHRM5); P08912; CHO-K1 hM5 cells, Fluo-8 calcium fluorescence; 0% DMSO wells, 100% maximal acetylcholine response; activation, % at 3 µM; 360,000 tested, 0.19% active;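 active means activation above the run's mean over test compounds plus 3 SD, cut at about 23% in these data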;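 further: signal is peak over basal fluorescence ratio across the kinetic read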
M5 PAM: positive allosteric modulators of human muscarinic M5 receptor; activation, % at 3 µM; 360,000 tested, 0.3% active; P08912; CHO-K1 hM5, Fluo-8 calcium, ACh EC20 PAM; 0% = ACh EC20, 100% = ACh EC100;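 active means activation above the run cutoff, the mean activation of all test compounds plus 3 SD, cut at about 18% in these data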
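System: CHO-K1 cell line with stable human muscarinic M5 receptor expression | Also added: EC20 acetylcholine as agonist stimulus | Compound: One concentration, 3 µM final (nominal) | Timing: Fluo-8 loading 80 min at 37 °C plus 30 min room temperature | Measured by: Fluo-8 calcium dye fluorescence, kinetic read | Read-out basis: % activation, ACh-normalized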
* = called active by the depositor; / = not tested or not shown. The order is random; about 2.8% have a hit in one of these screens.

The line under a structure holds: CHRM4 antagonist | CHRM1 PAM | M4 PAM | CHRM1 antagonist | CRFR2-BP ag | M4 ag | M5 antag | M5 ag | M5 PAM
O=C(CN1C(=O)c2ccccc2C1=O)N1CCN(C2c3ccccc3-c3ccccc32)CC1
    -4 | -5 | 5 | 12 | 0.8 | 7 | 1 | 1 | -3
COC(=O)Cn1c(-c2ccc(OC)cc2)c(-c2ccc(OC)cc2)nnc1=O
    -6 | 1 | -2 | 3 | -2.6 | 0 | -9 | 1 | 8
COc1cc(NC(=S)N2CCN(S(=O)(=O)c3ccccc3)CC2)cc(OC)c1
    0 | 8 | -2 | -8 | -1.6 | 2 | -12 | -3 | 4
Cc1ccccc1OCC(O)Cn1c(NCc2ccccc2)nc2c1c(=O)[nH]c(=O)n2C (stereo not drawn)
    4 | 13 | 6 | -17 | -0.4 | 1 | 8 | -6 | 12
CC1(C)CC2CC(C)(CN2c2ncnc3ccccc23)C1 (stereo not drawn)
    0 | -16 | -2 | 13 | -0.5 | 5 | 3 | -6 | -7
COc1ccc(Oc2c(O)c3ccccc3n(C)c2=O)cc1
    -4 | 2 | 18 | -7 | -1.9 | -1 | 1 | 1 | -1
CC(C)(C)c1cc(C(=O)NNc2cccc(Cl)c2)n(Cc2ccccc2)n1
    -5 | -1 | -33 | 1 | -1.1 | -2 | 12 | -10 | -8
CN(CCc1ccccn1)C(=O)CCc1nnc(CCCc2ccccc2)o1
    -2 | 7 | 0 | -6 | 0.9 | 1 | 1 | -3 | 2
C#CCOCCOCCOCCNc1nc(N2CCN(C(=O)[C@H](CCC(=O)O)n3cc([C@@H](N)[C@H](C)CC)nn3)CC2)nc(N2CCN(C(=O)[C@H](CCC(=O)O)n3cc([C@@H](N)CCSC)nn3)CC2)n1
    -5 | 12 | 7 | -17 | 0.2 | 0 | -9 | 1 | 2
CCOc1ccc(NC(=O)CN(C)C(=O)c2cc([N+](=O)[O-])ccc2N2CCCCC2)cc1OCC
    -10 | 3 | 0 | -2 | 0.1 | 5 | -2 | 1 | -5

(list continues)
The line under a structure holds: CHRM4 antagonist | CHRM1 PAM | M4 PAM | CHRM1 antagonist | CRFR2-BP ag | M4 ag | M5 antag | M5 ag | M5 PAM
CCN1CCCc2cc(CN(CCN3CCOCC3)C(=S)Nc3ccc(OC)c(Cl)c3)ccc21
    -3 | 5 | -8 | -15 | -0.3 | 0 | 6 | -7 | -2
Brc1ccc(N=C/C=C/C=C/Nc2ccc(Br)cc2)cc1
    3 | -4 | 5 | 2 | -1.9 | 1 | 5 | -6 | -1
Cc1ccccc1NC(=O)c1ccc(NC(=O)C2CC(=O)OC23CCCCC3)cc1 (stereo not drawn)
    -1 | 2 | 5 | 9 | -2.7 | 4 | 4 | -2 | 6
COc1ccc([N+](=O)[O-])cc1NC(=O)Cc1noc2ccc(C)cc12
    -11 | 2 | 0 | 1 | -4.3 | 1 | -3 | 1 | 2
C/C(=C\C(=O)c1ncc(C(F)(F)F)cc1Cl)N(C)C
    12 | 4 | -5 | 0 | 0.5 | 0 | 13 | -2 | -4
COc1ccc(CNC(=O)c2cccc(C)c2[N+](=O)[O-])cc1
    -5 | 7 | -4 | -10 | -2.9 | 1 | -15 | -5 | 8
O=C(Nc1ccc(Br)cc1Cl)c1ccc2c(=O)n3c(nc2c1)CCC3
    1 | -5 | -5 | 8 | 101* | 6 | 5 | 1 | -3
O=C(CCOc1ccccc1)Nc1cccc([N+](=O)[O-])c1
    1 | 13 | 4 | -11 | 2.5 | 3 | 2 | -3 | 0
CSCCC(NC(=O)c1ccco1)C(=O)NCC(c1ccco1)N1CCCCC1 (stereo not drawn)
    0 | 8 | 4 | -5 | -0.7 | 1 | 10 | -1 | -2
COc1ccccc1CNC(=O)COc1ccccc1C(=O)c1cnn(-c2ccccc2)c1
    0 | -4 | -7 | 10 | -0.8 | 16 | 13 | 4 | -13

More compounds follow.
The line under a structure holds: CHRM4 antagonist | CHRM1 PAM | M4 PAM | CHRM1 antagonist | CRFR2-BP ag | M4 ag | M5 antag | M5 ag | M5 PAM
Cc1cc(C(c2cc(C)c(N)c(C)c2)c2ccco2)cc(C)c1N
    2 | 11 | 0 | -8 | 5.5 | 5 | -3 | 14 | 7
Cc1ccc(S(=O)(=O)N2[C@H](CC(=O)c3cccs3)OC[C@@H]2C)cc1
    -8 | / | -3 | / | / | 8 | -4 | 3 | 1
CCOC(=O)c1ccc(NC(=O)NCc2ccc(OC)cc2)cc1
    -7 | -5 | 2 | -2 | -0.2 | 5 | 4 | 0 | -7
CCC(C)N(C(=O)COC(=O)c1cn(CC)c2nc(C)ccc2c1=O)C1CCS(=O)(=O)C1 (stereo not drawn)
    2 | 4 | 1 | -5 | -1.8 | 0 | 1 | -3 | -4
Cc1ccccc1NC(=O)c1cc(-c2ccco2)nc2ccccc12
    6 | 19 | -11 | -6 | -4.3 | 6 | 9 | 4 | -4
Cc1ccc(NC(=O)CC(C)N2CCCC2)cc1 (stereo not drawn)
    8 | 0 | -1 | -14 | 3.4 | 1 | 0 | -9 | 2
Cc1ccc(NC(=O)COC(=O)CNC(=O)c2ccc3ccccc3c2)c([N+](=O)[O-])c1
    -7 | 6 | -4 | -4 | 0.4 | 5 | -2 | -2 | 2
COc1ccc(-c2c(C#N)c(N)nc(Sc3ccc(Cl)cc3)c2C#N)cc1
    -2 | 6 | -1 | -8 | -0.4 | 1 | 2 | 0 | 7
COc1ccccc1Nc1nnc(SCC(=O)N2CCCC2)s1
    -2 | -3 | 11 | 1 | 2.0 | 1 | 4 | 1 | 2
N#Cc1cn(CCOC(=O)c2cccc(C(F)(F)F)c2)c(=O)[nH]c1=O
    3 | -11 | -12 | 10 | -1.8 | 1 | 15 | -1 | -8

Carrying on:
The line under a structure holds: CHRM4 antagonist | CHRM1 PAM | M4 PAM | CHRM1 antagonist | CRFR2-BP ag | M4 ag | M5 antag | M5 ag | M5 PAM
O=C1c2ccccc2C(=O)N1CCCn1c2ccc(Cl)cc2c2nc3ccccc3nc21
    7 | 9 | -4 | -13 | -0.4 | 1 | -2 | -1 | 10
C/C(CC(=O)Nc1cc(C)ccn1)=N\NC(=O)c1ccncc1
    6 | 16 | -10 | -8 | -1.1 | 1 | 6 | -1 | 1
Clc1ccccc1/C=C/c1nc(-c2cccnc2)no1
    16 | -3 | -23 | 3 | 0.9 | 0 | 10 | 0 | -4
COc1ccc(N2CC(C(=O)Nc3cccc(OC(C)C)c3)CC2=O)cc1 (stereo not drawn)
    2 | 12 | 1 | -11 | 0.2 | 2 | 3 | 0 | 0
CS(=O)(=O)c1ccc(C(=O)OCC(=O)NC(=O)Cc2ccccc2)cc1
    -6 | 13 | 4 | -10 | 3.8 | 1 | -1 | -1 | 0
Cc1ccc(NC(=O)CSc2nnc(N)s2)c([N+](=O)[O-])c1
    8 | 9 | -3 | -13 | -3.3 | 1 | 8 | -4 | -1
CCCCOC(=O)Nc1cc(OC)c(Cl)cc1OC
    4 | 7 | -3 | -18 | -2.5 | -4 | -1 | -5 | 1
CC(C)C1CC(CCNCc2ccc3c(c2)OCO3)(c2ccccc2)CCO1 (stereo not drawn)
    5 | -9 | -28 | 16 | 2.4 | 11 | 3 | -1 | 4
NC(=O)c1oc2ccccc2c1NC(=O)c1ccco1
    -22 | -5 | -1 | -1 | 0.9 | 20 | -7 | 2 | -6
COc1ccc(C(O)C2c3c(cc4c(c3OC)OCO4)CCN2C)c(CO)c1OC (stereo not drawn)
    7 | -1 | -2 | 1 | / | 0 | -2 | 2 | -3

Further entries
The line under a structure holds: CHRM4 antagonist | CHRM1 PAM | M4 PAM | CHRM1 antagonist | CRFR2-BP ag | M4 ag | M5 antag | M5 ag | M5 PAM
COc1cc2c(cc1OC)C(c1cccc([N+](=O)[O-])c1)N(C(=O)CCC(=O)O)CC2 (stereo not drawn)
    -13 | 14 | 1 | -7 | -0.1 | 0 | 16 | -2 | -4
O=[N+]([O-])c1cccc(-c2cn(-c3ccccc3)c(=S)[nH]2)c1
    -6 | 3 | -1 | -2 | -1.4 | 3 | 1 | -4 | -7
Cc1c(-c2ccccc2)nc(N)c(C#N)c1-c1cccnc1
    2 | 18 | 5 | -16 | -1.7 | 0 | 5 | 3 | 9
Cc1ccc(NC(=O)CN2C(=O)NC3(CCCCC3)C2=O)cc1S(=O)(=O)N1CCOCC1
    5 | 11 | 0 | -14 | -1.7 | 2 | 14 | 1 | -4
Cc1ccc(C(=O)NCCSCc2ccc(Cl)cc2Cl)cc1[N+](=O)[O-]
    -8 | -2 | -13 | -1 | 0.2 | 4 | -2 | -3 | -14
O=C(Nn1c(-c2ccncc2)nc2ccccc2c1=O)c1ccc(Br)cc1
    -4 | 9 | 0 | -8 | -0.6 | 1 | -4 | -2 | -5
CCCn1c(C)cc(/C=C(\C#N)C(=O)OCC(=O)Nc2cccc(S(N)(=O)=O)c2)c1C
    1 | -8 | 2 | 12 | -0.9 | 0 | 7 | -3 | 6
COc1ccc2[nH]c(=O)c(CN(Cc3ccccc3)C(=S)NCC3CCCO3)cc2c1 (stereo not drawn)
    -2 | 7 | 12 | -5 | 0.1 | 2 | 6 | 0 | 0
COc1cc(NC(=O)c2noc3c2CCCC3)c(OC)cc1Cl
    5 | 8 | -2 | -14 | -3.7 | 0 | 2 | -1 | 0
CCOc1ccc(S(=O)(=O)Nc2cnc3ccccc3c2)cc1
    -2 | 0 | -1 | 15 | -1.1 | 13 | 23 | 8 | -13

Continued.
The line under a structure holds: CHRM4 antagonist | CHRM1 PAM | M4 PAM | CHRM1 antagonist | CRFR2-BP ag | M4 ag | M5 antag | M5 ag | M5 PAM
Cc1ccc(Nc2ncnc3c2cnn3C)c(C)c1
    -1 | 8 | -6 | -15 | 0.2 | 0 | 7 | 2 | 2
CC(=O)Nc1nc2n(n1)C(c1ccc(Cl)cc1)C=C(C)N2 (stereo not drawn)
    3 | -1 | 4 | 2 | -1.1 | 0 | 5 | 0 | -1
COc1cc(N2C(=O)CSC23C(=O)Nc2ccccc23)cc(OC)c1OC (stereo not drawn)
    0 | 7 | 4 | -2 | -1.8 | 1 | -8 | -1 | 9
O=C(O)c1cccc(N/N=C/c2ccc(OC(F)(F)F)cc2)c1
    -1 | -4 | -5 | 12 | -1.7 | 9 | 2 | 1 | -1
COc1ccc(CCNC(=S)N(C)C)cc1OC
    5 | 11 | 4 | -16 | -2.0 | 0 | 11 | -3 | -5
O=C(CNC(=O)c1ccccc1F)NCCOc1ccccc1Cl
    0 | 12 | 15 | -10 | 0.0 | 2 | -3 | -1 | 5
COc1cccc(NC(=O)c2ccc(N3C(=O)C4CC=CCC4C3=O)cc2)c1 (stereo not drawn)
    3 | 4 | -6 | -11 | 5.3 | 10 | 3 | 4 | -1
CN(Cc1cnn(C)c1)C(=O)C1CCC(=O)N(Cc2ccc(Cl)cc2)C1 (stereo not drawn)
    -3 | 5 | 3 | -13 | 1.2 | 2 | 5 | -3 | -2
COc1ccccc1N1CCN(c2ccc3c(c2)S(=O)(=O)c2cccc(C(=O)NCC4CC4)c2C3=O)CC1
    0 | -20 | -9 | 25 | -1.4 | 16 | 13 | 1 | -11
CCc1nc(NCCCCCO)c2nnn(Cc3ccccc3F)c2n1
    11 | 7 | 8 | 0 | -0.8 | 0 | 0 | 2 | 2
O=C(COC(=O)C1CC1)Nc1ccc(Cl)cn1
    13 | 7 | 0 | -2 | 0.1 | 1 | 9 | 1 | -2
CN1CCN(S(=O)(=O)c2ccc(Nc3cccc(Cl)c3)c([N+](=O)[O-])c2)CC1
    -1 | 4 | 3 | -11 | -1.1 | 1 | 11 | 0 | -11

Screens (PubChem BioAssay)
